Source: PubChem
Tat export inh: E. coli Tat export inhibitors, primary screen, MC4100, TorA-mCherry reporter, fluorescence, single point; inhibition, % at 10 µM; hit rate 0.036% among 340,000; AID 488895, 2010;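 active = mean replicate inhibition at least 50% and at least half of replicates individually reaching 50%; inconclusive = only one of the two criteria met; inactive = neither criterion met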;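 note: exported cargo escapes ClpAP degradation while cytoplasmic cargo is degraded and loses fluorescence; 0% = median of neutral control wells and 100% = median of NaSCN control wells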
MITF act: activators of MITF-driven TRPM1 promoter reporter, primary screen, cell-based, SK-MEL-5, luciferase, single point | AID 588334, 2011 | activation, % at 12.5 µM | hit rate 0.75% among 300,000 | SK-MEL-5 TRPM1-promoter luciferase, 24 h; % of positive control, neutral wells = 0;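 active = mean activation of at least 80% with every replicate also reaching 80%; inconclusive = mean reaches 80% but some replicate falls short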;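 note: 0% = neutral control wells and 100% = parthenolide positive control wells; values of inactives mirror those of a sister screen read the other way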
V-ATPase pHluor: regulators of yeast V-ATPase proton pumping, primary screen, pHLuorin cytosolic pH fluorescence | S. cerevisiae | response, % at 10 µM | hit rate 0.37% among 350,000 | AID 504577, 2011; in the data active = response mostly above about 7.3%, no sharp cut-off; inactive = mostly below about 5.4%; note: actives read high; inactives centre near 0; some compounds called inactive have numbers as strong as hits; reference of the scale not given here
cardiac RTF act: cardiac RTF calcium sensitivity activators, primary screen, biochemical, IANBD-TnC fluorescence, EC20 calcium. Troponin I, cardiac muscle (Homo sapiens) + Troponin T, cardiac muscle (Homo sapiens) + …. IANBD-labeled TnC RTF fluorescence at EC20 calcium; 0% EC20 calcium, 100% full calcium. activation, % at 7.2 µM. hit rate 0.24% among 340,000;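 active = activation above the mean over all tested compounds plus 3 SD, cut at about 30% in these data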;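 note: rise in fluorescence read as greater calcium sensitivity of cardiac thin filaments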
CAL PDZ FP-1: CAL PDZ peptide-binding inhibitors, primary screen, biochemical, fluorescence polarization, Cer-tagged CAL PDZ, HTS; Golgi-associated PDZ and coiled-coil motif-containing protein (Homo sapiens), Q9HD26; purified CAL PDZ, TMR-peptide fluorescence polarization, 1 h; inhibition, % at 20 µM; hit rate 0.02% among 330,000; AID 504414, 2011;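 active = highest replicate inhibition of at least 40%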;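 note: plate controls were DMSO neutral control wells for no effect and unlabeled competitor peptide control wells for full effect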
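System: tagged CAL PDZ domain. Schedule: 1 h room-temperature incubation prior to read. Signal: fluorescence polarization (mP). Measure: percent inhibition from loss of millipolarization.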
dFosB activator: activators of delta FosB homodimer, primary screen, biochemical, fluorescence polarization, TAMRA-CDK5 oligo, single point | AID 493131, 2011 | Protein FosB (Mus musculus), P13346 | hit rate 0.99% among 340,000 | purified delta FosB; percent of positive-control signal above neutral wells | activation, % at 25 µM;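 active = mean activation above about 17%, with every replicate also reaching it, limit read from the data, passing the limit was not always enough; inconclusive = only one of the two conditions met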;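 note: fluorescence polarization rise as delta FosB binds a TAMRA Cdk5 AP-1 oligo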
CAL PDZ FP-2: untagged CAL PDZ binding inhibitors, primary screen, biochemical, fluorescence polarization, HTS. hit rate 0.92% among 300,000. AID 602252, 2012. Golgi-associated PDZ and coiled-coil motif-containing protein (Homo sapiens), Q9HD26. purified CAL PDZ, TMR-peptide fluorescence polarization, 1 h. inhibition, % at 24.9 µM;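 active = mean inhibition of at least 30% with at least half of replicates also reaching 30%; inconclusive = no clear call, values can overlap the other calls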;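 note: 0% = DMSO neutral control and 100% = excess unlabeled competitor peptide PRC23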
Rtt109 Vps75: inhibitors of C. albicans Rtt109/Vps75 HAT, primary screen, biochemical, ThioGlo CoA-SH fluorescence, plate reader; inhibition, % at 34.9 µM; hit rate 0.16% among 330,000; purified Rtt109/Vps75, 4 h; AID 540336, 2011;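 active = inhibition of at least 50% in every replicate; inconclusive = best replicate reaches 50% inhibition but some replicates fall short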
Target sequence (Q5AAJ8 whole entry, looked up): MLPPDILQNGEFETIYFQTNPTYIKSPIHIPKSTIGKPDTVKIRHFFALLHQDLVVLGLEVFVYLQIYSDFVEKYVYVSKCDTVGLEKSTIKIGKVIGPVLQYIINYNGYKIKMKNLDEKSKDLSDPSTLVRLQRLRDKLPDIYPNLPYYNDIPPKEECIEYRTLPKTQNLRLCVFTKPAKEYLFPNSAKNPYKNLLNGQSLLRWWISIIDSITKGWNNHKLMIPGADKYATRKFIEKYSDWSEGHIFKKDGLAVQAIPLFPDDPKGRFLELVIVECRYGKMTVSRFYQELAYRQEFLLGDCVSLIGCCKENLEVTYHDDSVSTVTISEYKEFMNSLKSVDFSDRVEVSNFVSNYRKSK
Wnt act: Wnt/beta-catenin pathway activators, primary screen, cell-based, plate reader, single point; hit rate 1.2% among 300,000; activation, % at 9.35 µM; Wnt/beta-catenin reporter cell assay, activator; AID 743398, 2014; in the data active = activation above about 30%, passing the limit was not always enough; inconclusive = no clear call, values can overlap the other calls;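 note: 0% = neutral control wells and 100% = positive control wells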
CDK5 inh: inhibitors of human CDK5/p35 kinase, primary screen, biochemical, single concentration | Recombinant CDK5/p35, ADP-Glo luminescence, 60 min | hit rate 0.01% among 330,000 | inhibition, % at 10 µM;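 active = highest replicate inhibition of at least 50% and at least 75% of replicates reaching 50%; inconclusive = only one of the two criteria met; inactive = both criteria failed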;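 note: plate controls were DMSO neutral control for no effect and GW8510 at 10 µM for full effect; many of its hits are not listed in these tables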
Target sequence (Q00535 whole entry, looked up): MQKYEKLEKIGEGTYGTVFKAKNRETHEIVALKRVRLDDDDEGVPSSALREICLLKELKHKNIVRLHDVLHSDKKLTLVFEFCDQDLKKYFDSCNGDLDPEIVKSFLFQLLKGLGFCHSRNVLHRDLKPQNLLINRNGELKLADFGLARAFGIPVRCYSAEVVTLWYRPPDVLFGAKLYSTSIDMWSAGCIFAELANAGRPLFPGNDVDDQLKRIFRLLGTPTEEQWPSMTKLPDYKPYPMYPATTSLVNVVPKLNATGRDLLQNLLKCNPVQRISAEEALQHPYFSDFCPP
Target sequence (Q15078 whole entry, looked up): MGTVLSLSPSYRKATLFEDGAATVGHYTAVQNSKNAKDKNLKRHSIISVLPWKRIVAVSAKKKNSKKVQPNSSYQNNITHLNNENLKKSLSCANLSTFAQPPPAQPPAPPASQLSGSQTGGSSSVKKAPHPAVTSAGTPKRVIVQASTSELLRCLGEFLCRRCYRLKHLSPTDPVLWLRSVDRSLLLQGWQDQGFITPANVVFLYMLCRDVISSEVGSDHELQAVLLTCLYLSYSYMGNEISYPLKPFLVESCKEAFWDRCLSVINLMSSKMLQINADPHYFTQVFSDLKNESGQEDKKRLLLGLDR
An asterisk follows results filed as active; ? = inconclusive; / = not tested or not shown; & = joins results of further samples.

SMILES	Tat export inh	MITF act	V-ATPase pHluor	cardiac RTF act	CAL PDZ FP-1	dFosB activator	CAL PDZ FP-2	Rtt109 Vps75	Wnt act	CDK5 inh
N#Cc1ccc(S(=O)(=O)NCC(=O)OCC(=O)N2CCCC2=O)cc1	-8	5	1	-1	-1.9	-4	9	-6	0	0.9
CCOc1ccc(C(=O)N(Cc2ccccc2)c2cccc(C)c2)cc1OC	12	-14	3	-4	-0.2	-11	-8	-13	1	-0.6
NCCCS(=O)(=O)O	2&-7	-2&-11	8&-5	-1&-3	-0.4&-0.4	-3&-3	0&-3	9&-4	1&-1	1.6&-1.5
O=C1CC(NC2CCN(C(=O)c3cccc(F)c3)CC2)C(=O)N1 (stereo unspecified)	-2	-3	2	1	-3.1	-3	0	-7	0	-0.6
CCOC(=O)Cc1csc(NC(=O)CSc2nnc(-c3ccncc3)n2Cc2ccco2)n1	13	21	-2	5	-0.2	-4	8	3	-5&-2	1.5
CN(C)C(=O)C[n+]1ccc(C(N)=O)cc1	4	12	-2	3	0.9	2	-2	2	-2	0.1
O=c1c2c3c(sc2ncn1-n1cccc1)CCCCC3	8	/	0	0	-1.9	-4	0	/	8	2.2
CC(Oc1ccc(Cl)cc1)C(=O)NCCN1C(=O)S/C(=C\c2cccnc2)C1=O (stereo unspecified)	1	-9	2	1	-1.1	2	-2	1	/	-0.4
O=C(C[C@H]1C/C=C\C[C@@H](Cc2ccc(F)cc2)C(=O)OC[C@H]2CCCN2C1=O)N[C@@H](CO)Cc1ccccc1	7	-3	-6	11	0.1	-13	-7	4	-3	2.3
COc1ccc(NC(=O)CCSc2nnnn2C)cc1	-7	48	-5	-2	-1.0	4	0	-6	-2	-1.9
Nc1c(C(=O)CSc2nc(-c3ccccc3)cs2)c(=O)[nH]c(=O)n1C1CC1	7	11	-2	-2	-0.9	0	-4	-6	4	1.1
O=C(CSc1nc2ncc(Cl)cc2[nH]1)Nc1cccc(F)c1	7	1	2	1	-3.0	11	5	-6	-4	1.6
CC(=O)Nc1ccc(NC(=O)C2CCN(c3c(Cc4ccccc4)c(C)nc4ncnn34)CC2)cc1	-5	-6	-2	-5	-0.8	2	-1	17	0	2.4
NC(=O)C1=C[C@H](c2coc3ccccc3c2=O)C[C@H](OCc2ccc(CO)cc2)O1	-6	13	0	5	-1.6	4	-1	-10	-4	-0.5
Cc1nnc(NC2=NCCCCC2)o1	-8	2	-4	6	0.2	-3	0	7	1	-0.5
Cc1[nH]c2ccc(C(=O)OC(C)C(=O)N(C)C3CCCCC3)cc2c1C (stereo unspecified)	5	4	1	-20	-0.8	-20	/	4	-2	-1.7
CCS(=O)(=O)n1nc(-c2ccc(OC)cc2)nc1N	0	19	1	-1	-2.3	1	0	0	-2	-1.0
COC(=O)c1sc2nc(N)c(C#N)cc2c1N	0	42	3	-1	-0.3	4	-5	-6	/	0.7
CN(C)c1ccc(/C=C/C(=O)c2ccc(O)cc2)cc1[N+](=O)[O-]	2	15	3	0	-0.2	-2	-1	4	?	0.9
CC(=O)N1c2ccccc2C(CBr)=CC1(C)C	2	-17	-3	0	0.4	-1	-8	-6	-1	2.0
Cc1nnc(SCC(=O)N2c3ccccc3C(C)(c3ccccc3)CC2(C)C)s1 (stereo unspecified)	18	-13	2	-3	-1.1	-15	0	0	/	-3.4
COCCNC(=O)Cn1c(=O)n(CCC(=O)NCCc2ccccc2)c(=O)c2ccccc21	-4	3	-6	1	0.0	-6	-1	3	-6	0.6
Cc1ccc(-c2n[nH]c(=S)n2Cc2ccccc2)cc1	-1	-9	2	0	-0.7	-5	-1	-2	-1	1.9
CC1(NC(=O)CN2CCN(c3cnn(-c4ccccc4)c(=O)c3Cl)CC2)CCS(=O)(=O)C1 (stereo unspecified)	-2	-4	-2	-1	-4.5	-4	-2	0	8	-4.1
O=c1cc(-c2ccccc2Cl)oc2c(NS(=O)(=O)c3ccccc3OC(F)(F)F)ccc(O)c12	3	-12	-5	-1	0.0	-1	-6	-2	3	1.5
O=C1Nc2ccccc2C1Cc1ccccc1 (stereo unspecified)	-7	5	-5	5	0.1	4	/	-2	-3	-0.3
CC1(C)CC(=O)C2=C(C1)NCN(CCCN1CCOCC1)C2	0	/	1	0	-0.3	-1	-7	17	/	0.3
CC(C(=O)Nc1ccccc1F)N1C(=O)c2ccccc2C1=O (stereo unspecified)	-14	4	-4	-2	-0.2	8	0	1	/	1.7
CCOc1ccc(Nc2cc(=O)[nH]c(=O)[nH]2)cc1	-1	/	0	3	-1.0	1	-7	2	-3	1.6
C/C=C/C(=O)Nc1cccc(C2=NOC3(C2)C[C@@H](C(N)=O)N(C(=O)c2cc([N+](=O)[O-])cc([N+](=O)[O-])c2C)C3)c1 (stereo partly specified)	-3	-1	0	-1	-0.2	0	9	4	-3	0.3
CCOC(=O)/C(C#N)=C/c1ccc(OCC(=O)Nc2ccc(C)c(C)c2)c(OC)c1	0	42	-4	-4	-1.6	-6	-2	0	-6	/
CC(C)OC(=O)c1c(NC(=O)c2ccco2)sc2c1CCCCC2	2	5	-2	-8	-1.1	-2	1	5	/	-0.1
Cc1noc(C)c1COc1ccccc1C(=O)N1CCN(S(=O)(=O)c2ccccc2C#N)CC1	-1	/	2	-4	-0.6	-4	-4	0	-2	-0.2
CCOC(=O)NC(=O)/C(N=Nc1cc(C)cc(C)c1)=C(\C)O	0	-4	-1	1	0.1	3	0	8	0	1.1
CCOC(=O)c1c(C)nc2c(c1-c1cc(OC)ccc1OC)C(=O)CC(C)(C)C2	2	/	5	2	-0.6	-4	/	-2	2	-8.1
Cc1ccc2nc(NC(=O)CSc3nc(=O)n(CCCN(C)C)c4c3CCC4)sc2c1	4	9	6	-7	-3.1	-2	/	18	3	2.8
COc1ccc(/C(C)=N/Nc2nncc3ccccc23)cc1	-18	109*	3	0	/	-14	-3	-8	37*	0.0
Cc1ccc(C(=O)C(C)OC(=O)Cn2c(C)csc2=O)cc1 (stereo unspecified)	-7	-7	-1	-2	0.1	-8	-5	13	1	-0.4
CC(C)c1cc(C(=O)N/N=C/c2cccnc2)n[nH]1	-2	12	1	2	0.3	0	-2	6	/	/
COc1ccc(/C=C2/SC(=S)N(NS(=O)(=O)c3ccccc3)C2=O)cc1	-3	-2	1	4	-16	-8	-8	-1	-2	-2.2
Cc1cc(C)cc(NC(=O)c2cc(C)nc3ccccc23)c1	-2	-12	-4	-9	-1.6	-8	2	6	-1	1.2
CCOC(=O)N1CCN(c2ccc(Cl)cc2)CC1	2	20	0	1	-0.6	5	-2	1	2	1.1
CCc1ccc(NS(=O)(=O)c2c(C)noc2C)cc1	0	-4	1	-2	-0.2	-3	/	-16	-2	0.7
O=C(COc1ccc(Cl)c(Cl)c1)NN1C(=O)C2C(C1=O)C1C=CC2C12CC2 (stereo unspecified)	4	-5	4	0	-3.2	0	-1	5	-1	-3.2
CC(=O)c1ccc(N2CCN(C(=S)Nc3ccc(Cl)c(Cl)c3)CC2)cc1	7	-3	0	-5	0.5	?	0	1	-1	-0.3
NC1CCCCC1N=Cc1c(O)n(CCc2ccc(F)cc2)c(=O)[nH]c1=O (stereo unspecified)	-9	-18	4	9	0.0	-8	0	13	/	0.6
COc1ccc(OCC(=O)Nc2ccc3c(c2)OCO3)cc1	-4	/	-5	-1	-3.4	-9	-4	9	4	-0.8
O=C(NCCc1ccccc1)c1ccc2nc3cc(Cl)ccc3c(=O)n2c1	2	-1	-1	-1	-1.3	-1	-1	-2	0	0.8
COc1ccc(S(=O)(=O)NC2CC(=O)N(c3ccc(C)c(C)c3)C2)cc1C (stereo unspecified)	-2	5	-2	3	-4.9	-4	-2	18	1	0.0
COc1ccccc1CCNC(=O)c1cccc(S(=O)(=O)NCc2ccccc2)c1	-10	-11	1	-1	-2.8	-9	-5	-2	-1	-0.4

Part of the list above, with values under each structure:
Value order: Tat export inh	MITF act	V-ATPase pHluor	cardiac RTF act	CAL PDZ FP-1	dFosB activator	CAL PDZ FP-2	Rtt109 Vps75	Wnt act	CDK5 inh
Cc1ccc(C(=O)C(C)OC(=O)Cn2c(C)csc2=O)cc1 (stereo unspecified)
    -7	-7	-1	-2	0.1	-8	-5	13	1	-0.4
CC(C)c1cc(C(=O)N/N=C/c2cccnc2)n[nH]1
    -2	12	1	2	0.3	0	-2	6	/	/
COc1ccc(/C=C2/SC(=S)N(NS(=O)(=O)c3ccccc3)C2=O)cc1
    -3	-2	1	4	-16	-8	-8	-1	-2	-2.2
Cc1cc(C)cc(NC(=O)c2cc(C)nc3ccccc23)c1
    -2	-12	-4	-9	-1.6	-8	2	6	-1	1.2
CCOC(=O)N1CCN(c2ccc(Cl)cc2)CC1
    2	20	0	1	-0.6	5	-2	1	2	1.1
CCc1ccc(NS(=O)(=O)c2c(C)noc2C)cc1
    0	-4	1	-2	-0.2	-3	/	-16	-2	0.7
O=C(COc1ccc(Cl)c(Cl)c1)NN1C(=O)C2C(C1=O)C1C=CC2C12CC2 (stereo unspecified)
    4	-5	4	0	-3.2	0	-1	5	-1	-3.2
CC(=O)c1ccc(N2CCN(C(=S)Nc3ccc(Cl)c(Cl)c3)CC2)cc1
    7	-3	0	-5	0.5	?	0	1	-1	-0.3
NC1CCCCC1N=Cc1c(O)n(CCc2ccc(F)cc2)c(=O)[nH]c1=O (stereo unspecified)
    -9	-18	4	9	0.0	-8	0	13	/	0.6
COc1ccc(OCC(=O)Nc2ccc3c(c2)OCO3)cc1
    -4	/	-5	-1	-3.4	-9	-4	9	4	-0.8
O=C(NCCc1ccccc1)c1ccc2nc3cc(Cl)ccc3c(=O)n2c1
    2	-1	-1	-1	-1.3	-1	-1	-2	0	0.8
